# PAFAH1B3 inh: PAFAH1B3 (human) inhibition; recombinant PAFAH1B3, FP-rhodamine probe, fluorescence polarization; inhibition, % at 3.39 µM; actives 0.28% (n = 340,000);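 active means inhibition above the screen-wide average of all tested compounds plus 3 SD, cut at about 25% in these data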;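 further: 0% = enzyme with DMSO only and 100% = wells lacking PAFAH1B3 protein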
# Target sequence (Q15102 whole entry, looked up): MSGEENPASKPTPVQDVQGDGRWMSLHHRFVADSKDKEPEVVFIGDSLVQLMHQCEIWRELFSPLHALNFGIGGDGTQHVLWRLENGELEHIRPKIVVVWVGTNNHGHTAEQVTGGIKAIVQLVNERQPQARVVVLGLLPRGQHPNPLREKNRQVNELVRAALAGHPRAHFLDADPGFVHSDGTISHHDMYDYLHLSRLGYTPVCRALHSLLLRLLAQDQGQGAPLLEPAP
# PAFAH1B2 inh: PAFAH1B2 (human) inhibition | P68402 | recombinant PAFAH1B2, FP-rhodamine activity probe, fluorescence polarization | inhibition, % at 3.39 µM | actives 1.2% (n = 340,000) | AID 492953;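 active means inhibition above the mean of all tested compounds plus 3 SD, cut at about 24% in these data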;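 further: 0% = enzyme with DMSO and 100% = wells lacking PAFAH1B2; many of its hits are not listed in these tables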
# Target sequence (P68402 whole entry, looked up): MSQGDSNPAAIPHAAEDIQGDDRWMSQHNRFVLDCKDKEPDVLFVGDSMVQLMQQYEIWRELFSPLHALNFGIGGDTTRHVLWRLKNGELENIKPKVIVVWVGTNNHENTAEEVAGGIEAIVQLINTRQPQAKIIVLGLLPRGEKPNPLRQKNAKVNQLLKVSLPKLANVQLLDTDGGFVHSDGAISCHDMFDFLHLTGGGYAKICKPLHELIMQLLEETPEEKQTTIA
# The depositor's hits bear a star.
# The line under a structure holds: PAFAH1B2 inh	PAFAH1B3 inh
C[C@H](NC(=O)c1ccco1)C(=O)Nc1nc(-c2ccccn2)cs1
→ 4	8
Cc1ccc(S(=O)(=O)N2CCN(c3ncnc4sccc34)CC2)cc1C
→ 6	0
Cc1ccc(S(=O)(=O)N2CCN(CC(=O)NC(C)c3ccccc3)CC2)cc1 (stereo not given)
→ 15	4
COc1cc(C=NO)nc(-c2ccccn2)c1
→ 2	3
COc1ccc(C2C(C#N)=C(N)Oc3cc(N)ccc32)cc1 (stereo not given)
→ 7	4
O=c1oc(Nc2ccccc2Cl)nc2ccccc12
→ 10	-1
COC(=O)c1c(N)sc(C(=O)NCCc2ccccc2)c1C
→ 6	6
CN(Cc1ccc(Cl)c(Cl)c1)C(=O)c1ccccc1SCC(=O)N1CCCC1
→ 3	5
CC(=O)Oc1ccc(N(C(C)=O)S(=O)(=O)c2ccc(C)cc2C)c2ccccc12
→ 4	8
COc1ccc(NC(=O)CN(C)CC(=O)NCC2CCCCC2)cc1
→ 4	12
COC(=O)c1cc2c(=O)c3ccccc3oc2nc1C
→ 5	8
O=C(c1ccccc1)c1ccc(N2CCOCC2)cc1
→ 3	16
COc1ccc(CN(C)CCCn2cnc(C(=O)Nc3ccc(C)c(C)c3)n2)cc1OC
→ 1	3
Cc1nc(N)sc1-c1ccccc1
→ 2	5
CC[n+]1ccc(/C=C/c2ccc(N(C)C)cc2)c2ccccc21
→ -5	-2
Oc1cccc(Nc2nc(N3CCOCC3)nc(N3CCOCC3)n2)c1
→ -1	0
CC1CN(S(=O)(=O)c2cccc(C(=O)Nc3ccc(S(=O)(=O)Nc4ncccn4)cc3)c2)CC(C)O1 (stereo not given)
→ 2	-1
CCOc1ccc(S(=O)(=O)N2CCN(CCNS(=O)(=O)c3ccc(C)cc3)CC2)cc1
→ 0	9
Cc1cc(C)cc(N(C(=O)c2ccccn2)C(C(=O)NC2CCCCC2)c2ccncc2)c1 (stereo not given)
→ 6	-3
CCCn1c(N)c(C(=O)CSc2ncnc3sccc23)c(=O)n(C)c1=O
→ -2	-2
Cc1ccc(OCc2ccc(C(=O)O)o2)cc1C
→ 2	4
S=C(NCCCc1ccccc1)NCc1ccccc1
→ 11	11
CC(=O)C1C(C)CC2C3CCC4CC(=O)CCC4(C)C3CCC21C (stereo not given)
→ 5	8
Cc1ccc(-c2nc3c(c(=O)[nH]c(=O)n3Cc3ccccc3)n2Cc2ccccc2)o1
→ -2	6
CC(C)(C)OC(=O)N1CCCC(C(=O)Nc2cccc(C(=O)NCCCCc3ccccc3)c2)C1 (stereo not given)
→ 1	-5
NC(=O)CCC(NC(=O)c1ccc(Cl)cc1)C(=O)NCCc1ccc2c(c1)OCCO2 (stereo not given)
→ 5	5
O=C(NN=Cc1ccc(F)cc1)C1CC1
→ 1	6
CC(C)N(C(=O)CSc1nnc(C2CC2)n1C1CC1)c1ccccc1
→ 3	1
C=C(C)CN(CC)C(=O)Cn1cnc2c(oc3ccccc32)c1=O
→ 3	14
O=C(NCC(=O)N1CCCC(C(F)(F)F)C1)c1cccs1 (stereo not given)
→ 4	8
O=C1CC[C@@H]2CC3(C[C@@H]4CCN1[C@H]24)Nc1ccccc1NC3=NC1CCCCC1 (stereo not given in full)
→ -1	12
Cn1c(C(=O)N2CCCC2)cc2c(=O)n(C)c3ccccc3c21
→ -1	-1
COc1ccc(OC)c(/C=N/NC(=S)NCCc2ccccc2)c1
→ 4	-4
CCOc1ccc(/C=N/NC(=O)C(=O)N2CCCCCC2)c2ccccc12
→ -3	-4
Cn1c(=O)c2c(nc(SCc3nn[nH]n3)n2Cc2ccccc2F)n(C)c1=O
→ 10	5
C#CCOc1ccc(OC)cc1C(c1c(C)[nH][nH]c1=O)c1c(C)[nH][nH]c1=O
→ 3	5
C/C(=N\NC(=O)c1cc(-c2cccc(OC(C)C)c2)nc2ccccc12)c1cccnc1
→ 2	-2
O=C(O)CCCCn1c(SCc2ccccc2Cl)nc2ccsc2c1=O
→ 10	5
CC(C(=O)O)N1c2cccc3cccc(c23)S1(=O)=O (stereo not given)
→ 3	4
CC(C)C(C)(C#N)NC(=O)COC(=O)C1CCN(S(=O)(=O)c2ccc3c(c2)OCCO3)CC1 (stereo not given)
→ -5	2
OC(c1cc(-c2cccc(Cl)c2)nc2ccccc12)C1CCCCN1 (stereo not given)
→ 3	11
CN1CCN(NC(=O)Nc2ccc(F)cc2)CC1
→ -8	10
O=C(COC(=O)C12CC3CC(CC(O)(C3)C1)C2)Nc1ccc(OC(F)F)cc1
→ 4	10
Cc1ccc(C(=O)NCCN2CCN(C(=O)c3ccc(C)c(C)c3)CC2)cc1C
→ 0	-1
CN(C)S(=O)(=O)c1cccc(NC(=O)c2cccc(S(=O)(=O)N3CCCCCC3)c2)c1
→ 7	-3
CC(=O)c1ccc(S(=O)(=O)N(C)CC(=O)Nc2cc(C)on2)cc1
→ 4	9
O=C1NN(c2ccc(Cl)cc2)C(=O)/C1=C\c1ccc(-c2cccc(C(=O)O)c2)o1
→ 21	27*
CCN(CC(=O)Nc1ccc(NC(C)=O)cc1)C(=O)/C=C/c1c(C)nn(-c2ccc(F)cc2)c1Cl
→ -1	2
COc1ccccc1C(CNC(=O)C1CCN(C(=O)Nc2ccccc2)CC1)N1CCCC1 (stereo not given)
→ -1	7
CCCn1c(SCC(=O)c2cc(OC)ccc2OC)nc2c1c(=O)n(C)c(=O)n2C
→ 0	8

# Next part.
# The line under a structure holds: PAFAH1B2 inh	PAFAH1B3 inh
Cc1ccc2c(O)c(Cc3ccccc3)c(=O)[nH]c2n1
→ 1	-6
O=C1[C@H](Cc2ccccc2)NCCCC[C@H](c2ccc(Cl)cc2)N1Cc1ccc(Cl)cc1
→ 8	-1
O=C(CN1CCN(Cc2ccccc2)CC1)Nc1ccc(F)c(F)c1
→ 4	1
Cc1cc(C)cc(NS(=O)(=O)c2ccc3[nH]c(=O)ccc3c2)c1
→ 5	1
COc1nc(=O)n(C2OC(CO)C(O)C2O)cc1C (stereo not given)
→ 4	6
Cc1[nH]n(C(N)=S)c(=O)c1N=Nc1ccc([N+](=O)[O-])cc1Cl
→ 0	6
O=C1NC(c2ccccc2)N=C2Oc3ccccc3C=C12 (stereo not given)
→ 3	15
CC(C)C(=O)Nc1cccc(N2CCN(CCCN3C(=O)C4CCCCN4C3=O)CC2)c1 (stereo not given)
→ 4	10
CC(=O)NC1CC(C)(C)N(OC(C)=O)C(C)(C)C1
→ 3	2
CC(C(=O)NC1CCCCC1)N1C(=O)c2cccc3cccc1c23 (stereo not given)
→ 2	1

# A different layout for three compounds above.
SMILES	PAFAH1B2 inh	PAFAH1B3 inh
O=C(CN1CCN(Cc2ccccc2)CC1)Nc1ccc(F)c(F)c1	4	1
Cc1ccc2c(O)c(Cc3ccccc3)c(=O)[nH]c2n1	1	-6
O=C1NC(c2ccccc2)N=C2Oc3ccccc3C=C12 (stereo not given)	3	15

# Next section.
# The line under a structure holds: PAFAH1B2 inh	PAFAH1B3 inh
Oc1cc2c(cc1O)[C@@H](c1ccccc1)CNCC2
→ 1	17
CN(CC(=O)Nc1ccc(F)cc1)C(=O)CN1C(=O)NC2(CCCC2)C1=O
→ -3	-5
COc1cc(NC(=O)CCN2CCN(C/C=C/c3ccccc3)CC2)cc(OC)c1
→ -1	5
O=C(Nc1ccccc1Cl)C1C2CCCCC21 (stereo not given)
→ 3	13
COc1ccc(-c2cc(C(F)(F)F)nc(SCC(=O)N3CC(C)OC(C)C3)n2)cc1OC (stereo not given)
→ -1	3
COC(=O)c1cc(NC(=O)CSc2ncn[nH]2)ccc1Cl
→ 9	8
Cn1cnc([N+](=O)[O-])c1S(=O)(=O)Oc1cccc2ccccc12
→ -2	-9
COc1ccc(C(=O)c2ccc(OC)c(OC)c2OC)cc1
→ 1	4
CC12CCC=CC1=C(C=O)C1C2CCC2(C)C(O)CCC12 (stereo not given)
→ 5	-4
O=C(CSc1ccc2ccccc2n1)N/N=C/c1ccccc1O
→ 5	11

# Shown as a hit in PAFAH1B3 inh, among the entries above:
# The line under a structure holds: PAFAH1B2 inh	PAFAH1B3 inh
O=C1NN(c2ccc(Cl)cc2)C(=O)/C1=C\c1ccc(-c2cccc(C(=O)O)c2)o1
→ 21	27*

# Of the compounds above, these have a CF3 group.
# The line under a structure holds: PAFAH1B2 inh	PAFAH1B3 inh
O=C(NCC(=O)N1CCCC(C(F)(F)F)C1)c1cccs1 (stereo not given)
→ 4	8
COc1ccc(-c2cc(C(F)(F)F)nc(SCC(=O)N3CC(C)OC(C)C3)n2)cc1OC (stereo not given)
→ -1	3

# Next compounds follow.
# The line under a structure holds: PAFAH1B2 inh	PAFAH1B3 inh
CN(C(=O)c1cccc(NC(=O)Cc2ccc(NC(=O)C3CCN(C(=O)c4ccccc4)CC3)cc2)c1)C1CCCC1
→ 2	8
Nc1cc(N)c2c(c1)C(=O)c1ccccc1-2
→ 6	16
CC(=O)c1ccc(N2CCN(C(=O)CNS(=O)(=O)c3ccc4c(c3)OCCCO4)CC2)c(F)c1
→ -4	4
COc1cc2c(cc1OC)C(c1cccc(Br)c1)CC(=O)N2 (stereo not given)
→ 5	2
COc1ccc(C=O)c2[nH]c3c(Cl)ncnc3c12
→ 9	3
C=C1C(O)C[C@@H](C(C)C)N(CC(C)C)S1(=O)=O (stereo not given in full)
→ 7	9
Cc1ccc(CN2CC(C(=O)Nc3ncc(C)s3)CC2=O)cc1 (stereo not given)
→ -1	8
Cc1ccc(C(=O)NCC(=O)N(C)Cc2cccc(F)c2)s1
→ 9	6
CCCCn1c(N)c(N(CC(C)C)C(=O)CSc2nnc(C)n2-c2ccccc2)c(=O)[nH]c1=O
→ 1	5
CCCc1cc(Nc2ccc(C)cc2)n2ncnc2n1
→ -5	15

# One compound at a time, as listed above. Screens in order: PAFAH1B2 inh	PAFAH1B3 inh
# Results for Cc1ccc(C(=O)NCC(=O)N(C)Cc2cccc(F)c2)s1 → 9	6
# Results for CCCc1cc(Nc2ccc(C)cc2)n2ncnc2n1 → -5	15
# Results for CC(=O)c1ccc(N2CCN(C(=O)CNS(=O)(=O)c3ccc4c(c3)OCCCO4)CC2)c(F)c1 → -4	4

# Remaining list, next part.
# The line under a structure holds: PAFAH1B2 inh	PAFAH1B3 inh
Cc1cccc(NS(=O)(=O)c2ccc(C)c(C(=O)NCC(c3cccs3)N3CCOCC3)c2)c1 (stereo not given)
→ 0	8
CN(CC1CCOCC1)C(=O)CC1C(=O)NCCN1Cc1cccc(C(F)(F)F)c1 (stereo not given)
→ 4	3
O=C(OCC(=O)N(CCc1ccccc1)Cc1ccccc1)c1cccc(S(=O)(=O)N2CCOCC2)c1
→ -2	5
CC(=NNC(=S)N1CCCCCC1)c1cccc2cccnc12
→ 6	10
COc1ccc(CC(C)NCC(O)c2ccc(O)c(NC=O)c2)cc1 (stereo not given)
→ 3	4
O=C(NCC(c1ccccc1Cl)N1CCCC1)c1ccc(N2CCCC2=O)cc1 (stereo not given)
→ 1	8
CCOc1cc(/C=N/NC(=O)c2cc3c(ccc4ccccc43)o2)ccc1O
→ 0	10
CN(C)CCN1C(=O)c2cccc3cc([N+](=O)[O-])cc(c23)C1=O
→ 0	8
CCc1c(C)sc(NC(=O)c2ccco2)c1C#N
→ -1	1
COC(CNC(=O)c1ccc2c(=O)n(Cc3ccc(Cl)cc3)c(=S)[nH]c2c1)OC
→ 2	-8
CCOC(=O)C1=C(C)NC(=O)NC1/C=C\c1ccccc1 (stereo not given)
→ 4	3
O=C(COc1nc2ccccc2nc1N1CCOCC1)N1CCc2ccccc21
→ 4	1
O=C(O)c1cc([N+](=O)[O-])ccc1Oc1ccccc1
→ 2	3
N#CC(=C(O)COC(=O)CCC1CCCCC1)c1nc2ccccc2[nH]1
→ 8	2
Cc1cc(C)c2c(c1)c1nnc(SCCN3CCOCC3)nc1n2C
→ 2	6
O=C(c1ccc(S(=O)(=O)NCc2ccco2)cc1)N1CCN(Cc2ccccc2F)CC1
→ 3	4
O=C(Nc1cccc2ccccc12)C1CCCC1
→ 7	7
CCOc1ccc(S(=O)(=O)Nc2cccc(C(=O)N(C)CC(=O)Nc3ccc(OC)cc3)c2)cc1
→ -1	3
CCOc1ccccc1N=C1SCC(C)N1C(=O)C1CCN(c2ncnc3sc(C)c(C)c23)CC1 (stereo not given)
→ 5	7
COc1cc2c(cc1OC)C(c1ccc(C)cc1)NC(=O)C2 (stereo not given)
→ 1	4
O=[N+]([O-])c1cc(S(=O)(=O)Oc2ccccc2)ccc1Cl
→ 19	-36
CCOC(=O)c1[nH]c2ccc(F)cc2c1NC(=O)c1ccccc1C(=O)O
→ 6	5
Cc1ccc(S(=O)(=O)N2CCOCC2)cc1C(=O)NC1CCN(Cc2ccccc2)CC1
→ 10	3
Cc1cc(NC(=O)c2ccc3[nH]c(C)c(C)c3c2)ccn1
→ 6	1
COc1ccc(OC)c(/C=N/n2c(COc3ccccc3)n[nH]c2=S)c1
→ 4	10
O=C(NN=Cc1ccc([N+](=O)[O-])cc1)c1ccncc1
→ 5	12
COc1cccc2c1C1(O)C2CCCCCCCCCC12OCCCO2 (stereo not given)
→ 25*	0
CN1C[C@@H]2[C@@H]3C(=O)N(C)C(=O)[C@@H]3[C@](C)(C1=O)N2C(=O)c1ccc(C(C)(C)C)cc1
→ 8	7
O=C(c1ccc(Br)cc1)N1CCC(C(=O)N2CCN(Cc3ccccc3)CC2)CC1
→ -1	-1
N#Cc1c(Nc2ccccc2)[n+]([O-])c2ccc(Cl)cc2[n+]1[O-]
→ 8	12
CN1C(C(=O)Nc2ncccn2)=C(O)c2ccccc2S1(=O)=O
→ 1	1
COc1ccc(/C=N/NC(=O)c2cccc(C(=O)N/N=C/c3ccc(OC)c(OC)c3)n2)cc1OC
→ -3	3
Cc1ccc(CNC(=S)NC2CCC(C(C)(C)C)CC2)cc1 (stereo not given)
→ 7	8
Cc1ccc(OCCCCCN2CCOCC2)cc1
→ 7	6
Cc1cc(=O)oc2cc(OCC(=O)Nc3ccc(F)cc3F)ccc12
→ 3	2
COC(=O)CCC(C)C1CCC2C3CCC4CC(O)CCC4(C)C3=CC(=O)C12C (stereo not given)
→ 4	-7
CCOc1ccccc1C=NNC(=O)C1CC1
→ 3	13
COc1ccccc1CNC(=O)CCCc1cn(C)c2ccccc12
→ 1	5

# Source: PubChem (The Scripps Research Institute Molecular Screening Center)

# Some of the compounds tested; the hit share may differ from the screen's.
